# TrxR1 inh – inhibitors of rat thioredoxin reductase 1; recombinant rTrxR1, NADPH fluorescence consumption, selenite substrate; Potency, µM (series often up to 114 µM), for the others: at the top dose activity change, negative = inhibition, most hits filed as inhibitors; hit rate 1% among 390,000; O89049; also: % is scaled to controls: 0 for no effect and ±100 for the full control effect; nearly all actives have a fitted effect of over 65% in size
# Target sequence (O89049 whole entry, looked up): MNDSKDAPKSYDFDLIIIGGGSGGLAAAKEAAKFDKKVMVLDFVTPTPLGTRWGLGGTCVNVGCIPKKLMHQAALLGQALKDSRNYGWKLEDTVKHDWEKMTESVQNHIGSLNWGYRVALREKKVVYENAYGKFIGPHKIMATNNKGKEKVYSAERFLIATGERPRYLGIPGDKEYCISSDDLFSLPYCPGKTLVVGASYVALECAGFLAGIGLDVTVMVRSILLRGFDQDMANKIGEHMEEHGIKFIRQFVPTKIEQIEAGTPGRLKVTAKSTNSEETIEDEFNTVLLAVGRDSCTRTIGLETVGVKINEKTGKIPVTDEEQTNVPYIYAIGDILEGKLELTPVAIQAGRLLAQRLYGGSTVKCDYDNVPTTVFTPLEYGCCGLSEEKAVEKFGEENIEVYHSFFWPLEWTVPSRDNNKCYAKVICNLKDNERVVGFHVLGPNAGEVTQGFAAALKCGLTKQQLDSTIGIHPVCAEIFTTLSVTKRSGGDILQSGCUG
#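 Rat TrxR1 (90 nM in the dispensed reagent) was pre-reduced with 400 uM NADPH for 5 min at room temperature, then incubated with compound for 15 min. After 400 uM selenite was added, NADPH fluorescence (Ex 340/Em 450 nm) was followed for 8 min.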
# ERG Ets-DNA blk – blocks human ERG Ets domain binding to DNA | P11308 | fluorescence polarization, His-ERG Ets domain / labelled DNA | Potency, µM (top dose mostly 76.9 µM), for inactives: top-dose FP activity, negative = inhibition, most hits filed as inhibitors | hit rate 0.028% among 370,000 | AID 624246; active = well fitted inhibition curve with a large enough effect in the polarisation, with a control signal flat; inconclusive = small, poorly fitted or top-dose-only effect, or effect the other way, or a change in a side signal; inactive = no such curve, though single readings can be large or run the other way; the % refers to the polarisation;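 also: polarization taken with two DNA probes labelled with fluorescein and Texas red; % of control where 0% means no effect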
#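 His-tagged ERG Ets domain (1 uM in the protein solution; 300mM KCl, 50mM Tris-HCl, 1mM EDTA, 1mM DTT, pH 7.5) received compound, then a probe mix of 5 nM fluorescein-DNA and 100nM Texas-615-DNA. Fluorescence polarization was read for both dyes.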
# RGS4 inh – inhibitors of human regulator of G protein signaling 4; P49798; Transcreener GDP fluorescence polarization, RGS4-accelerated GTP hydrolysis; Potency, µM (highest dose often 114 µM), without a hit: top-dose activity change, negative = inhibition, hits mostly inhibitors; hit rate 0.039% among 390,000; AID 504845; also: % is scaled to controls: 0 for no effect and ±100 for the full control effect; nearly all actives have a fitted effect of over 75% in size; some results filed as inactive show a strong effect at the top dose
# Target sequence (P49798 whole entry, looked up): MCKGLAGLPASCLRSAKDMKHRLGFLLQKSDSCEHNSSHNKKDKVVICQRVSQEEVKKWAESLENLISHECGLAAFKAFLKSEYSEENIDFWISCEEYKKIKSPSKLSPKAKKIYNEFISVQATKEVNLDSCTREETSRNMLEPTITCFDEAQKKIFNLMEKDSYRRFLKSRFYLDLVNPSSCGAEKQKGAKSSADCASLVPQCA
#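 MLSMR compounds (23 nl, pin-transferred) preincubated 10 min at room temperature with a 500nM (2x) first reagent, then RGS4 at 900nM (2x) plus Transcreener GDP mix added; fluorescence polarization (620/688 nm) read before and after 90 min at 30 °C.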
# Pin1 inhibitor – blocks the human prolyl isomerase Pin1; Q13526; Pin1 FP peptide displacement, HiFluor488, 10 min; Potency, µM (highest dose often 115 µM), inactives show top-dose activity, negative = inhibition, hits mostly inhibitors; hit rate 0.009% among 390,000; AID 504891; active = well fitted inhibition curve with a large enough effect in the polarisation, with a control signal flat, not every such curve was filed as active; inconclusive = small, poorly fitted or top-dose-only effect, or effect the other way, or a change in a side signal; inactive = no such curve, though single readings can be large or run the other way; the % refers to the polarisation; also: % is scaled to controls: 0 for no effect and ±100 for the full control effect
# Target sequence (Q13526 whole entry, looked up): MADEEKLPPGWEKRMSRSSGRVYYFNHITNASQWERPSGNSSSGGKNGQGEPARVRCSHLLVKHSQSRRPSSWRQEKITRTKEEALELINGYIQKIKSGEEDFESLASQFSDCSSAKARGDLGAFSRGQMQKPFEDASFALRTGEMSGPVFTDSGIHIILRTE
# ALOX12 inh – blocks human arachidonate 12S-lipoxygenase | purified 12hLO, xylenol orange hydroperoxide absorbance | AID 1671190 | P18054 | Potency, µM (highest dose often 108 µM), for the others: top-dose activity change, negative = inhibition, hits mostly inhibitors | hit rate 1.1% among 580,000; also: % is scaled to controls: 0 for no effect and ±100 for the full control effect
#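 Purified human 12hLO (150 nM final) in 25 mM Hepes, 0.01% Triton X-100, pH 7.0 was preincubated 15 min at room temperature with compound. Then 40 uM arachidonic acid was added, 30 min. Hydroperoxide was read by Fe-XO absorbance ratio 573/405 nm.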
# GLS inhibitor – inhibitors of human glutaminase (GLS) | Potency, µM (titrated, usually from 45.5 µM), for inactives: at the highest dose activity change, negative = inhibition, most hits filed as inhibitors | hit rate 0.21% among 410,000 | AID 624170 | GLS enzymatic activity, qHTS titration; also: % is scaled to controls: 0 for no effect and ±100 for the full control effect
#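 Two-point fluorescence kinetic (t0, 30 min RT) for hKGA; glutamate detected via glutamate oxidase–HRP–Amplex Red. Substrate: 1 mM L-glutamine solution; buffer 45 mM KH2PO4, pH 8.2.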
# PGK inhibitor – T. brucei PGK inhibition. P07378. PGK/GAPDH coupled, Kinase-Glo luminescence, 60 min. Potency, µM (highest dose often 57.5 µM), without a hit: at the highest dose activity change, negative = inhibition, actives largely listed as inhibitors. hit rate 0.043% among 380,000; also: % is scaled to controls: 0 for no effect and ±100 for the full control effect; nearly all actives have a fitted effect of over 60% in size
#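 Recombinant glycosomal PGK reaction used 1,3-bisphosphoglycerate generated in-well by GAPDH (100nM final) in 100mM TEA pH 7.6, 5mM MgCl2, 0.01% Tween-20. After 60 minutes at room temperature, ATP was read by Kinase-Glo Plus luminescence end-point.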
# JMJD2A Tudor inh – JMJD2A Tudor domain (human) inhibition | O75164 | AlphaScreen JMJD2A-Tudor / H3K4me3 peptide binding | Potency, µM (series often up to 114 µM), for inactives: at the highest dose activity change, negative = inhibition, actives largely listed as inhibitors | hit rate 4.4% among 390,000 | AID 504339; also: % is scaled to controls: 0 for no effect and ±100 for the full control effect; nearly all actives have a fitted effect of over 50% in size
# HP1b binding inh – blocks HP1-beta chromodomain binding to methylated histone tails; P83916; AlphaScreen HP1-beta / biotin-H3K9me3 peptide binding; Potency, µM (doses to about 114 µM), for the others: at the highest dose activity change, negative = inhibition, actives largely listed as inhibitors; hit rate 0.56% among 390,000; also: nearly all actives have a fitted effect of over 70% in size; inactives centre near 23
# Target sequence (P83916 whole entry, looked up): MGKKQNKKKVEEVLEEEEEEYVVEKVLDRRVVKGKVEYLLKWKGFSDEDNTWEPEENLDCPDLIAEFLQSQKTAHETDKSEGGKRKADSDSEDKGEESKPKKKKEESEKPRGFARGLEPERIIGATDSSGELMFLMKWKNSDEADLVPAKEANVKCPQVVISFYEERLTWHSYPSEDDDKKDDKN
#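 HP1-beta protein (50 nM final) preincubated 30 min at room temperature with biotinylated H3(1-18)K9me3 peptide (50 nM) in PBS pH 7.4, 0.01% Tween-20, then compound added for 30 min. AlphaScreen streptavidin donor/nickel chelate acceptor beads (10 ug/mL final), 30 min dark, luminescence read.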
# * hit, by the source's call; i = inactive; ? = inconclusive; nt = no result given; & = joins results of further samples; [ ] = dose if it differs, or a comment. Unless noted, calls follow the shape of the dose curve; as a rule, active = well fitted curve in the direction sought with a large enough effect; inconclusive = small, poorly fitted or top-dose-only effect, or another doubt; inactive = no such curve, though single readings can be large; an effect the other way counts as inactive or inconclusive. Potency is read from the fitted curve at half-maximal effect.
no.	TrxR1 inh	ERG Ets-DNA blk	RGS4 inh	canonical_smiles	Pin1 inhibitor	ALOX12 inh	GLS inhibitor	PGK inhibitor	JMJD2A Tudor inh	HP1b binding inh
1	?	11%	12%	CCCCc1cc(=O)oc2cc(O)ccc12	-5%	-2%	5%	i	-8%	14%
2	13%	-6%	3%	c1ccc(Cn2nnc(CNc3ccccc3)c2-c2c(CNc3ccccc3)nnn2Cc2ccccc2)cc1	32%[activator]	nt	2%	-1%	-30%	21%
3	4%[57.1 µM]	-6%&-2%	-3%&23%	Cc1nc2sccn2c(=O)c1S(=O)(=O)Nc1ccc(N2CCOCC2)c(Cl)c1	-5%&4%	8%&2%	19%&67%	3%&-7%	-12%&-15%	29%&17%
4	1%[57.1 µM]	-6%	-19%	O=C1Nc2ccc(Br)cc2C1=C1CCCCC1	-1%	?	-15%	-5%	-31%	32%
5	8%	-2%	23%	CCOc1cccc(CNn2cnnc2)c1OCc1ccccc1	0%	0%	8%	2%	-13%	12%
6	-9%	5%	-12%	COc1ccccc1CCC(=O)Nc1ccc(OC)c(S(=O)(=O)N2CCOCC2)c1	-5%	18%	1%	-6%	-8%	24%
7	-13%	7%	-20%	CCOc1ccc(CCNC(=O)C2CCN(c3ccc(N4CCOCC4)nn3)CC2)cc1OCC	0%	22%	13%	-9%	-12%	41%[activator]
8	3%	-5%	0%	CCOC(=O)c1c(CC(C)C)csc1NC(=O)COC(=O)c1ccc(O)cc1	2%	9%	16%	6%	-33%	16%
9	-5%	28%[15.4 µM]	-48%	COc1cccc(CC(=O)OCC(=O)NC2(C#N)CCCC2)c1	-6%	0%	18%	1%	-8%	32%
10	8%	1%	-21%	CCOC(=O)c1c(C)c(C(=O)NC2CCCCCC2)c(C)n1C	1%	4%	0%	1%	-19%	5%
11	0%	5%	-7%	Cc1ccc(S(=O)(=O)N[C@@H](C)C(=O)OCC(=O)N2c3ccccc3NC(=O)C2(C)C)cc1	-4%	?	1%	-8%	-16%	27%
12	10%	3%	-4%	COc1cccc(N2CCN(Cc3nnc(-c4ccc5c(c4)OCO5)o3)CC2)c1	-5%	0%	17%	i	-10%	16%
13	22%	8%	14%[56.9 µM]	O=C(COC(=O)CCNS(=O)(=O)c1ccc2c(c1)OCCO2)NC1CCCc2ccccc21 (centres undefined)	36%[activator]	4%	1%	0%	-17%[57.1 µM]	66%[activator]
14	0%	4%	-19%	O=C(CSc1nc(C(F)(F)F)cc(=O)[nH]1)Nc1cccc2ccccc12	7%	3%	16%	3%	-6%	12%
15	-6%	-13%	-11%	CCOCCCNC(=O)c1cn(C)c2ccc(S(=O)(=O)N3CCCC3)cc2c1=O	0%	79%[activator]	-21%	-8%	-10%	44%[activator]
16	-7%	-1%	-14%	COC(=O)c1ccc(NC(=O)NC2CCCCC2)cc1	1%	?	8%	-8%	20%	24%
17	-5%[57.1 µM]	0%	-34%	COc1ccc(-n2c(C)cc(C(=O)COc3ccc(-n4cnnn4)cc3)c2C)cc1	4%	280%[activator]	-2%	-4%	-23%	10%
18	0%	1%	-6%	Cc1ccc(C(=O)NCC(=O)OCC(=O)N(CC(C)C)c2c(N)n(Cc3ccccc3)c(=O)[nH]c2=O)cc1C	1%	2%	8%	-3%	-16%	12%
19	17%[57.1 µM]	0%	10%	O=C(COC(=O)CNC(=O)c1cccs1)Nc1ccccc1C(F)(F)F	0%	-12%	-4%	5%	-4%	16%
20	-8%[57.1 µM]	1%	-16%	CCC(C)N1C(=S)SC(C)(C)C1N(O)C(=O)NC1CCCCC1 (centres undefined)	-24%	?	?	i	-1%	24%
21	19%[57.1 µM]	3%	5%	Cc1c(NC(=O)c2nn(CC(C)C)c(=O)c3ccccc23)c(=O)n(-c2ccccc2)n1C	-8%	-1%	2%	2%	-8%	14%
22	15%	54%[activator]	-8%	CC(C)Cn1c(SCC(=O)O)nnc1-c1cccc(S(=O)(=O)N2CCOCC2)c1	1%	0%	2%	i	-11%	43%[activator]
23	-17%[57.1 µM]	-1%	-12%	CNC(=O)c1c(NC(=O)c2ccc(S(=O)(=O)N3CCCCC3C)cc2)sc2c1CCC2 (centres undefined)	8%	-28%	10%	-3%	-15%	6%[57 µM]
24	23%[57.1 µM]	16%	-36%	C/C(CC(=O)Nc1cc(C)ccn1)=N\NC(=O)c1ccccc1C	7%	-9%	?	-15%	-5%	36%
25	-1%	-3%	9%	COc1ccc(Cl)cc1NC(=O)c1nn(C)c2c1CS(=O)(=O)c1ccccc1-2	-2%	-1%	-8%	-6%	-13%	3%
26	-55%	6%	10%	CC1=CC=CC2=NC(=O)CC(C)(C(=O)O)N12 (centres undefined)	5%	-10%	7%	-3%	-19%	23%
27	20%[57.1 µM]	-2%	-4%	Cc1cc([N+](=O)[O-])ccc1NC(c1nnc(-c2ccccc2)o1)c1ccccc1F (centres undefined)	24%	-18%	0%	-9%	-24%	25%
28	7%	-3%	-6%	Cc1nc(N)ncc1C(=O)Nc1ccccc1	-1%	-16%	-10%	-3%	-12%	31%
29	7%	7%	13%	CCOC(=O)Cn1c(=O)oc2cc(S(=O)(=O)N3CCN(C(=O)c4ccco4)CC3)ccc21	8%	1%	0%	2%	-1%	34%
30	15%	12%	-31%	COc1ccc(NC(=O)CN(C)C(=O)CCSc2ccc(C)cc2)cc1	-4%	-17%	6%	-1%	-14%	?

# An excerpt from above in order of heavy-atom count, highest first.
no.	TrxR1 inh	ERG Ets-DNA blk	RGS4 inh	canonical_smiles	Pin1 inhibitor	ALOX12 inh	GLS inhibitor	PGK inhibitor	JMJD2A Tudor inh	HP1b binding inh
2	13%	-6%	3%	c1ccc(Cn2nnc(CNc3ccccc3)c2-c2c(CNc3ccccc3)nnn2Cc2ccccc2)cc1	32%[activator]	nt	2%	-1%	-30%	21%
7	-13%	7%	-20%	CCOc1ccc(CCNC(=O)C2CCN(c3ccc(N4CCOCC4)nn3)CC2)cc1OCC	0%	22%	13%	-9%	-12%	41%[activator]
21	19%[57.1 µM]	3%	5%	Cc1c(NC(=O)c2nn(CC(C)C)c(=O)c3ccccc23)c(=O)n(-c2ccccc2)n1C	-8%	-1%	2%	2%	-8%	14%
23	-17%[57.1 µM]	-1%	-12%	CNC(=O)c1c(NC(=O)c2ccc(S(=O)(=O)N3CCCCC3C)cc2)sc2c1CCC2 (centres undefined)	8%	-28%	10%	-3%	-15%	6%[57 µM]
6	-9%	5%	-12%	COc1ccccc1CCC(=O)Nc1ccc(OC)c(S(=O)(=O)N2CCOCC2)c1	-5%	18%	1%	-6%	-8%	24%
15	-6%	-13%	-11%	CCOCCCNC(=O)c1cn(C)c2ccc(S(=O)(=O)N3CCCC3)cc2c1=O	0%	79%[activator]	-21%	-8%	-10%	44%[activator]
3	4%[57.1 µM]	-6%&-2%	-3%&23%	Cc1nc2sccn2c(=O)c1S(=O)(=O)Nc1ccc(N2CCOCC2)c(Cl)c1	-5%&4%	8%&2%	19%&67%	3%&-7%	-12%&-15%	29%&17%
30	15%	12%	-31%	COc1ccc(NC(=O)CN(C)C(=O)CCSc2ccc(C)cc2)cc1	-4%	-17%	6%	-1%	-14%	?
5	8%	-2%	23%	CCOc1cccc(CNn2cnnc2)c1OCc1ccccc1	0%	0%	8%	2%	-13%	12%
20	-8%[57.1 µM]	1%	-16%	CCC(C)N1C(=S)SC(C)(C)C1N(O)C(=O)NC1CCCCC1 (centres undefined)	-24%	?	?	i	-1%	24%
1	?	11%	12%	CCCCc1cc(=O)oc2cc(O)ccc12	-5%	-2%	5%	i	-8%	14%

# Next section.
no.	TrxR1 inh	ERG Ets-DNA blk	RGS4 inh	canonical_smiles	Pin1 inhibitor	ALOX12 inh	GLS inhibitor	PGK inhibitor	JMJD2A Tudor inh	HP1b binding inh
31	21%[57.1 µM]	-2%	-28%	Cc1cccc(NNC(N)=S)c1	-4%	-30%	?	i	-19%	-16%
32	-7%	0%	-4%	CCOc1ncccc1C(=O)N(C)CC(=O)Nc1ccc(F)cc1	11%	-25%	2%	-5%	-9%	38%
33	23%[57.1 µM]	6%	9%	COc1cccc(N2CC(NC(=O)c3ccc4c(c3)OCO4)CC2=O)c1 (centres undefined)	-1%	-30%	-2%	19%	0%	13%
34	2%	24%	7%	O=C(Nc1ccc(Cl)c(Cl)c1)Nn1cnnc1	4%	-25%	-11%	-10%	-10%	38%
35	-31%	10%	2%	COc1ccc(C2=C(CC(=O)O)C(=O)CC2)cc1	-1%	-18%	8%	i	-1%	20%
36	-10%	4%	7%	Cc1cccc(N2CCN(C(=O)c3ccc(CS(=O)Cc4cccc(Cl)c4)o3)CC2)c1C (centres undefined)	4%	?	1%	0%	?	-16%[57 µM]
37	12%[57.1 µM]	0%	13%	O=c1oc2ccc3ccccc3c2cc1-c1nnc(Nc2cc(C(F)(F)F)ccc2Cl)s1	3%	6%	5%	1%	0%	37%
38	-2%	11%	-5%[56.9 µM]	CCOc1ccc(CNC(=O)C2CCCN(S(=O)(=O)N3CC(C)CC(C)C3)C2)cc1OC (centres undefined)	3%	0%	-16%	-8%	-5%	58%[activator]
39	4%	-7%	-15%	CS(=O)(=O)c1ccc(Cl)c(NC(=O)CCCc2nc3ccccc3c(=O)[nH]2)c1	-2%	-20%	-9%	-8%	-1%	37%
40	37%	-8%	17%	Cn1cc([N+](=O)[O-])c(C(=O)NCc2ccccc2)n1	-11%	?	6%	-5%	-6%	40%[activator]

# Source: PubChem

# A portion of the library (hit frequency here may not be typical).
